VLA-4 inh = inhibition in a human VLA-4 binding assay | AID 2557 | VLA-4 expressing cells, ligand binding flow cytometry | inhibition, % (about 7 µM as worked out from the volumes in the protocol) | 0.2% of 330,000 active; in the data active means inhibition above about 50%
CIT2-GFP yeast = alters CIT2-GFP fluorescence in TOR pathway yeast screen; S. cerevisiae CIT2-GFP strain, flow cytometry, 3 h; 100 means same as DMSO wells; GFP response vs DMSO, % at 10 µM; 0.065% of 320,000 active;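 active means GFP response relative to DMSO above a set limit, near the screen mean plus 3 SD, cut at about 150% in these data; inconclusive means Fewer than 70 cells measured for a yeast strain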;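 further: ratio of well median GFP fluorescence to mean of DMSO wells on the plate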
GRK2 aptamer HTS = inhibitors of human GRK2 displacing RNA aptamer. 0.59% of 330,000 active. bead flow cytometry, FAM-aptamer displacement from GRK2. inhibition of aptamer binding, % at 10 µM. P25098;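 active means inhibition of aptamer binding above 40%, roughly 3 SD of noise, on plates passing a quality check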;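 further: median bead fluorescence of bound FAM aptamer so fluorescent compounds give negative values; no value below 0 was filed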
AGP1-GFP MLPCN = yeast TOR pathway AGP1-GFP modulation | S. cerevisiae AGP1-GFP multiplex flow cytometry, 3 h; GFP as percent of DMSO wells | GFP response vs DMSO, % at 10 µM | 0.02% of 320,000 active;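 active means GFP response relative to DMSO above a set limit, near screen average plus 3 SD, cut at about 150% in these data; inconclusive means fewer than 70 cells counted for the yeast strain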;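 further: median GFP channel fluorescence of the gated AGP1 strain per well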
CR mimetic SO = lowers age-related superoxide in aged yeast cells. S. cerevisiae aged cells, superoxide DHE fluorescence; stronger effect = lower value. superoxide response (% of plate mean), % at 10 µM. 0.18% of 330,000 active. AID 2690;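 active means superoxide response under a set limit, about three screen SD below normal, cut at about 65% in these data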;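 further: yeast aged for seven days with compound at 30 °C before DHE staining; 100% = average MFI of all compound-treated wells on the plate with controls excluded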
BCLXL inh = blocks human Bcl-xL binding to Bim BH3 peptide; Q07817; GST-Bcl-xL / FITC-Bim BH3 peptide fluorescence polarization; inhibition, % at 10.9 µM; 0.7% of 320,000 active;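 active means inhibition above the mean of all tested compounds plus 3 SD, cutoff set per campaign, cut at about 30% in these data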;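 further: 0% = DMSO wells and 100% = unlabeled Bim-BH3 peptide competitor; inhibitors lower millipolarization by displacing the labeled peptide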
MEX-5 binding = C. elegans MEX-5 TCR-2 RNA binding activity; MEX-5/FITC-TCR2 RNA binding, fluorescence polarization; stronger effect = lower value; Q9XUB2; 0.38% of 300,000 active; activity score (negative = inhibition of binding), % at 10 µM;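 active means inhibition past about -25% in most replicates, and total fluorescence under double the plate's negative control median, limit read from the data; inconclusive means replicates evenly split on the limit, or fluorescence at least double controls; inactive means too little inhibition in most replicates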;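 further: 0% = DMSO and -100% = 5 µM competing unlabeled TCR2 RNA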
Target sequence (Q9XUB2 whole entry, looked up): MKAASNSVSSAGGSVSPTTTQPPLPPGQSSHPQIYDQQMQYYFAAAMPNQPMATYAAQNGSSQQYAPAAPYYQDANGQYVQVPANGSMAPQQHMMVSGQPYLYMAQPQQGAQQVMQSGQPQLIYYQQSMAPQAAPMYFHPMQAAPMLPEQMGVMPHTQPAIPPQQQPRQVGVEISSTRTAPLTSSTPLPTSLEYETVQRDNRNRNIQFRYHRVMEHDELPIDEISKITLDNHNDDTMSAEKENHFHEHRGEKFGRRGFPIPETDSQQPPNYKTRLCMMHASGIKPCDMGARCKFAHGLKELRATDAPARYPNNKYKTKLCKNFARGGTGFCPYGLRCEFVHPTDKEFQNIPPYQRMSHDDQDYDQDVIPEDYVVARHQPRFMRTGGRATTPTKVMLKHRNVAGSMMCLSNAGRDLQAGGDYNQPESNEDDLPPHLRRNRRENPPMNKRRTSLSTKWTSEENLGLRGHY
GLD-1 RNA inh = GLD-1-TGE RNA interaction inhibition (C. elegans). 0.44% of 320,000 active. AID 2280. inhibition, % at 5.96 µM. Q17339. purified GLD-1 + fluorescein TGE RNA, fluorescence polarization;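 active means percent inhibition above a per-plate cutoff, the plate mean of test compounds plus 3 SD, cut at about 30% in these data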;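 further: 0% = DMSO wells with GLD-1 and probe and 100% = wells lacking GLD-1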
MCL1-BIM inh = inhibitors of human MCL1 binding to BIM-BH3 peptide; Q07820; GST-MCL1 / FITC-Bim-BH3 fluorescence polarization; inhibition, % at 10.9 µM; 0.68% of 320,000 active;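 active means inhibition above the mean inhibition of all tested compounds plus 3 SD, set per campaign, cut at about 40% in these data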;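 further: 0% = DMSO wells and 100% = unlabeled Bim-BH3 peptide control; higher means more loss of mP so more displacement of Bim peptide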
Target sequence (Q07820 whole entry, looked up): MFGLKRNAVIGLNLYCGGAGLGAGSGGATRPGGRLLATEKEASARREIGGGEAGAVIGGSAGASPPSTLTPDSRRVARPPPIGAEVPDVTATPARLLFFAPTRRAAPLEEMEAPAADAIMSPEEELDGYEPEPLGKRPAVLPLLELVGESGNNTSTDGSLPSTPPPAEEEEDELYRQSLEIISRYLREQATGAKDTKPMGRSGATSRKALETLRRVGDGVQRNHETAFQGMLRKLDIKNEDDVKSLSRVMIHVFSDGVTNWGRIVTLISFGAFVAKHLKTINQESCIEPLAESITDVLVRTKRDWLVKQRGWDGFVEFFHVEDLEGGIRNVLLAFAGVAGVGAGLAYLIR
* hit, by the source's call; ? = inconclusive; · = not tested or not shown; & = joins results of further samples; [ ] = remark or other dose.

SMILES	VLA-4 inh	CIT2-GFP yeast	GRK2 aptamer HTS	AGP1-GFP MLPCN	CR mimetic SO	BCLXL inh	MEX-5 binding	GLD-1 RNA inh	MCL1-BIM inh
CN1CCC(=C2c3ccccc3C=Cc3ccccc32)CC1	13	82	0	83	106	7	-1.4	3	1
O=C(CN1CCN(c2ccc(F)cc2)CC1)Nc1ccccc1C(=O)NCCc1ccccc1	3	101	0	110	104	3	·	5	-2
O=C(NC(=S)Nc1ccc(N2CCOCC2)cc1)c1cccc([N+](=O)[O-])c1	2	·	0	·	95	1	-2.1	-1	0
COc1ccc(OC)c(CNC(=O)Cc2c(C(=O)O)[nH]c3ccc(Cl)cc23)c1	-14	96	0	95	112	5	-6.1	-15	4
CCN(Cc1ccccc1)S(=O)(=O)c1ccc(C(=O)N(CCCN(C)C)c2nc3ccc(F)cc3s2)cc1	-4	97	0	94	96	3	0.9	6	1
CN1CCN(C(=O)C2=C[C@@H](c3ccc(C(F)(F)F)cc3)C[C@@H](OCCCCO)O2)CC1	·	·	·	·	·	5	0.1	11	11
Cc1cccc(NC(=O)Cc2noc3ccccc23)c1C	5	94	0	96	112	4	-1.8	1	2
O=C(NNc1nc2cc3c(cc2s1)OCO3)c1ccc(F)cc1	-19	107	0	103	87	-8	-2.4	9	-19
Cc1cc(NS(=O)(=O)c2ccc(NC(=O)/C=C/c3ccc(C)o3)cc2)nc(C)n1	-3	92	0	92	93	25	-4.2	9	16
Cc1ccccc1C(=O)c1cccn1CC(=O)N1CCCCCC1	0	111	1	111	113	3	-0.2	0	-5
CCc1cccc(C)c1NC(=O)CSc1nnc(CCCOc2ccc(Cl)cc2Cl)n1C	28	98	5	95	112	1	-2.3	5	3
COc1cc(C#Cc2c(-c3cncn3C)n(C)c3ccc(-c4cnc(N5CCOCC5)nc4)cc23)cc(OC)c1	2	97	4	101	101	·	·	3	·
Cc1ccc(Cl)cc1NC(=O)COC(=O)C1CCCC1	10	105	0	88	134	3	0.3	3	-2
CSCC[C@H](N)C(=O)N1CCC(C(=O)N[C@H](C)C(=O)NC(C)c2ccccc2)CC1 (some centres undefined)	0	101	0	100	88	3	1.2	7	8
CCn1c(SCC(=O)Nc2nc(C)c(C)s2)nnc1-c1cccs1	-13	107	0	107	100	2	-0.8	0	4
O=C(CS(=O)(=O)Cc1ccccc1)NCCc1ccc(F)cc1	9	106	0	110	101	8	-1.3	4	7
COC(=O)C1=C(C(=O)OC)[C@@H]2N(Cc3ccccc3)c3ccccc3[C@@]23C[C@@H](C(=O)OC)N(C(=O)NC(C)(C)C)C3=N1	25	89	1	94	93	-3	1.3	4	-2
COCCN(C(=O)COC(=O)Cc1c[nH]c2ccccc12)c1c(N)n(Cc2ccccc2)c(=O)[nH]c1=O	-7	101	0	106	87	-2	-2.7	-2	-6
Cc1csc2ncc(C(=O)Nc3ccon3)c(=O)n12	1	115	6	110	96	2	0.7	-1	0
O=Cc1cn(-c2ccccc2)nc1-c1cc2cc(O)ccc2oc1=O	-1	89	0	94	103	-35	2.6	6	-14
COc1ccccc1Nc1nc(N2CCOCC2)nc(N2CCOCC2)n1	32&-2	125&99	0&3	94&99	83&106	2&7	0.3&2.3	5&-3	6&0
CCN(CC)S(=O)(=O)c1cccc(C(=O)NCCCn2ccnc2)c1	4	107	0	106	96	1	1.7	3	0
Cc1nc(Cl)sc1C(=O)Nc1ccc(C(C)(C)C)cc1	6	109	2	106	92	8	0.0	0	2
Cc1cc(C)c2oc(C(=O)NCc3ccccc3)cc(=O)c2c1	-11	116	1	99	118	4	1.8	5	-8
Cc1cc(C)c(NC(=O)NC(=O)c2cccc(F)c2)c(C)n1	2	115	1	107	103	-1	-1.0	6	-5
COC1=CC(=O)OC12CCCCC2	0	81	2	98	93	3	-0.4	2	2
Cc1ccc(SCC(=O)OCC(=O)NCCCc2ccccc2)cc1	2	102	4	108	99	-4	3.5	-2	-7
CN(Cc1ccccc1F)c1ccc(S(=O)(=O)N2CCCC2)cn1	-2	92	0	90	93	10	0.6	-2	10
O=C(/C=C/c1cc2c(cc1Br)OCO2)NCc1ccc(Cl)cc1	13	103	1	105	105	7	0.8	2	-3
COc1ccc(C(C(=O)NC2CCCC2)N(C(=O)c2ccco2)c2ccc3c(c2)OCO3)cc1OC (centres undefined)	0	98	0	95	93	6	1.1	5	1
O=C(CSc1nnc(-c2ccco2)n1CC1CCCO1)c1ccc(F)cc1 (centres undefined)	6	104	5	105	89	1	-0.5	2	2
Cc1cc(C)cc(NC(=O)CS(=O)(=O)c2cccc3nsnc23)c1	-6	100	3	97	105	1	-2.2	7	1
C=C(C)CN1C(=O)c2ccccc2C1=O	12	63	0	72	105	6	0.2	5	2
COc1cc(C(=S)N2CCCCC2)ccc1O	22	97	2	96	113	7	·	-2	17
CC1(C)CC(=O)C=C(NCCN2CCNCC2)C1	-2	93	0	95	108	-2	0.1	1	0
COc1ccc(C2N=C(c3ccccc3)C(C)(C)N2O)cc1OC (centres undefined)	14	102	1	107	92	0	1.5	-1	-3
CNc1oc(-c2ccc(Cl)cc2)nc1P(=O)(c1ccccc1)c1ccccc1	3	100	2	94	97	5	·	3	2
Cc1ccc(S(=O)(=O)Nc2ccc3c(c2)nc(CCN2CCCC2)n3C)cc1	0	100	0	99	98	5	2.5	-5	0
O=C(c1cccc2cccc(O)c12)N1CCCCC1	-8	98	2	101	83	4	-1.4	1	5
COc1ccc(C(=O)NCC(=O)O)cc1	-90	95	2	96	103	2	-1.1	-1	2
NNc1ccc2nncn2n1	-1	·	0	·	107	4	-5.9	-6	10
O=C(CSc1ncn[nH]1)Nc1ccccc1Sc1ccccc1	3	94	1	100	103	3	-0.8	0	4
CCOc1ccc(CC(=O)Nc2nccs2)cc1	10	102	0	104	87	2	-1.3	-3	-1
O=C(N/N=C/c1cccs1)c1n[nH]c2c1CCC2	18	·	1	·	111	4	1.0	-2	9
CCc1ccccc1NC(=O)CSc1ncn[nH]1	-4	84	0	85	92	4	1.6	-3	1
COc1ccc(C(C(N)=O)c2ncc(C(F)(F)F)cc2Cl)cc1 (centres undefined)	32	105	0	102	91	8	-4.6	1	11
Cc1ccc2nc(SCC(=O)NCc3ccc4c(c3)OCO4)nc(=O)n2c1	17	96	0	105	103	7	-0.9	8	-1
Oc1[nH]c2ccccc2c1N=Nc1ccccc1	0	97	1	94	100	41*	-42*	70*	21
Cc1ccc(S(=O)(=O)NNC(=O)c2cnn(-c3ccccc3)c2-n2cccc2)cc1	-9	106	0	103	100	5	1.6	-3	5
COc1ccc(NC2=NC(=S)N(c3ccccc3C)C23CCCCC3)cc1	8	99	0	100	98	2	1.2	10	3
CCNC(=O)CC1C(=O)N(c2ccc(C)cc2)C(=O)N1CCOC (centres undefined)	14	102	6	107	106	0	-1.3	3	-4
CCC1Oc2ccc(C)cc2N(CC(=O)N(Cc2cccnc2)Cc2ccc(C)o2)C1=O (centres undefined)	-4	104	2	96	109	-3	-0.1	7	1
Nc1nc2nc(-c3ccc(OCc4ccccc4)cc3)cc(C(F)(F)F)n2n1	15	99	9	97	104	5	3.3	9	3
O=C(O)CC/C(=N\NC(=O)c1ccncc1)c1ccccc1	12	101	0	96	102	-2	1.0	-3	4
COc1cccc(NC(=O)N2CCCC2C(=O)NC2CC2)c1 (centres undefined)	2	85	1	99	103	6	-1.3	2	7
CCOC(=O)c1ccc(Oc2ccc(C(F)(F)F)cn2)cc1	4	98	0	93	87	5	0.9	-2	3
CCCc1nc(SCC(=O)NCC2CCCO2)c2c(=O)n(C)c(=O)n(C)c2n1 (centres undefined)	5	89	2	88	104	4	2.3	-7	2
CCS(=O)(=O)c1nc(S(=O)(=O)c2ccc(Cl)cc2)c(NCc2ccccn2)s1	40	100	3	98	86	-1	0.5	5	-2
O=C(Cn1nc(Cc2cccnc2)c2ccccc2c1=O)Nc1cccnc1Cl	12	102	3	97	98	5	2.1	-1	3
CCN(CC)C(=O)CSc1nc(O)c(Cc2ccc(OC)cc2)c(=O)[nH]1	7	98	1	101	100	-1	-0.3	1	-2

(further entries)
SMILES	VLA-4 inh	CIT2-GFP yeast	GRK2 aptamer HTS	AGP1-GFP MLPCN	CR mimetic SO	BCLXL inh	MEX-5 binding	GLD-1 RNA inh	MCL1-BIM inh
O=c1cc(O)c2sc(Nc3ccc(F)cc3)nc2[nH]1	-11	90	2	89	79	-23	3.7	-16	-49
CCCC(C)c1nc(C(N)=O)c2[nH]c(=O)n(-c3ccc(OC)c(OC)c3)c2n1 (centres undefined)	30	98	7	106	100	5	0.9	8	5
C=CCCCCCCCCC(=O)Nc1c[nH]c(=O)[nH]c1=O	11	95	1	97	112	-1	0.0	3	6
CCOC(=O)c1ccc(S(=O)(=O)NCCNCc2ccccc2)cc1	-7	104	0	103	70	·	·	1	·
CCN(CC)CC(=O)Nc1ccc([N+](=O)[O-])cc1	14	100	2	106	100	1	2.2	5	11
CC(=O)Nc1ccc(NC(=O)CSc2nnnn2-c2ccc(F)cc2)cc1	0	?	0	15[may fluoresce violet]	113	-3	-0.1	2	1
CNC(=O)Nc1nnc(C(C)(C)C)s1	35	·	0	119	117	0	4.5	-2	-9
CC(C)C(=O)Nc1ccc(-c2csc(-c3ccccc3)n2)cc1	16	105	0	101	99	3	0.8	-1	4
CC(C)C(NC(=O)c1ccc(C(C)(C)C)cc1)C(=O)NCCc1ccccn1 (centres undefined)	-5	96	2	102	106	6	-0.2	5	2
Cc1nn(-c2ccccc2)c2c1C(=O)N(c1ccccc1)C(=O)C(C)(C)C2	3	106	3	98	87	5	·	11	4
O=C(O)c1cccc(S(=O)(=O)Nc2ccc(N3CCCCC3)cc2)c1	10	104	0	101	99	·	·	-6	·
CCc1ccc(C2(O)CC(C(F)(F)F)=NN2C(=O)Cc2ccc([N+](=O)[O-])cc2)cc1 (centres undefined)	6	92	0	103	108	-1	0.7	9	-1
CC(NC(N)=O)C(=O)OCC(=O)c1ccc(-c2ccccc2)cc1 (centres undefined)	3	79	2	93	84	-2	-0.7	7	-10
COc1ccc(CN2C(=O)c3cccc4cccc2c34)cc1F	21	100	5	101	104	0	-0.3	0	3
COc1ccccc1/C=C/C(=O)NCC(=O)N/N=C/c1cccnc1	-21	112	0	102	118	6	1.8	-2	15
CC(=O)c1cccc(CN2CCN(Cc3ccccc3)C(CCO)C2)c1 (centres undefined)	0	94	0	98	99	4	0.8	-5	-3
COC(=O)c1ccc(COn2nnc3ccccc32)cc1	-4	102	1	100	86	1	1.1	-5	2
CC(C)NC(=O)C(=O)NCCN1CCN(C(=O)c2ccc(C(C)(C)C)cc2)CC1	0	106	2	105	91	10	-2.0	2	2
